Screening data from PubChem BioAssay.
MEP2-GFP yeast = yeast TOR pathway MEP2-GFP modulation. GFP response vs DMSO, % at 10 µM. actives 0.51% (n = 330,000). AID 2016. S. cerevisiae MEP2-GFP strain, flow cytometry GFP, 3 h; 100% = DMSO control level;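 active means GFP response versus DMSO above a set limit, roughly screen mean plus 3 SD, cut at about 180% in these data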;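 further: median GFP fluorescence of the barcode-gated MEP2-GFP cells per well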
VLA-4 inh = inhibition in a human VLA-4 binding assay; P13612; VLA-4 expressing cells, ligand binding flow cytometry; inhibition, % (about 7 µM as worked out from the volumes in the protocol); actives 0.2% (n = 330,000); AID 2557; in the data active means inhibition above about 50%
RPL19A TOR yeast = yeast TOR pathway RPL19A-GFP modulation. percent response vs DMSO, % at 10 µM. actives 0.3% (n = 330,000). S. cerevisiae RPL19A-GFP strain, flow cytometry, 3 h; hits give low values;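 active means percent response vs DMSO below 50%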;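 further: median channel GFP fluorescence of the barcoded RPL19A-GFP strain; ratio of sample median GFP to plate DMSO average so 100% = DMSO; lower means less RPL19A-GFP as with rapamycin TOR inhibition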
GRK2 aptamer HTS = inhibitors of human GRK2 displacing RNA aptamer; bead flow cytometry, FAM-aptamer displacement from GRK2; inhibition of aptamer binding, % at 10 µM; actives 0.59% (n = 330,000); AID 488847;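 active means inhibition of aptamer binding above 40%, roughly 3 SD of noise, on plates passing a quality check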;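 further: median bead fluorescence of bound FAM aptamer so fluorescent compounds give negative values; no value below 0 was filed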
Target sequence (P25098 whole entry, looked up): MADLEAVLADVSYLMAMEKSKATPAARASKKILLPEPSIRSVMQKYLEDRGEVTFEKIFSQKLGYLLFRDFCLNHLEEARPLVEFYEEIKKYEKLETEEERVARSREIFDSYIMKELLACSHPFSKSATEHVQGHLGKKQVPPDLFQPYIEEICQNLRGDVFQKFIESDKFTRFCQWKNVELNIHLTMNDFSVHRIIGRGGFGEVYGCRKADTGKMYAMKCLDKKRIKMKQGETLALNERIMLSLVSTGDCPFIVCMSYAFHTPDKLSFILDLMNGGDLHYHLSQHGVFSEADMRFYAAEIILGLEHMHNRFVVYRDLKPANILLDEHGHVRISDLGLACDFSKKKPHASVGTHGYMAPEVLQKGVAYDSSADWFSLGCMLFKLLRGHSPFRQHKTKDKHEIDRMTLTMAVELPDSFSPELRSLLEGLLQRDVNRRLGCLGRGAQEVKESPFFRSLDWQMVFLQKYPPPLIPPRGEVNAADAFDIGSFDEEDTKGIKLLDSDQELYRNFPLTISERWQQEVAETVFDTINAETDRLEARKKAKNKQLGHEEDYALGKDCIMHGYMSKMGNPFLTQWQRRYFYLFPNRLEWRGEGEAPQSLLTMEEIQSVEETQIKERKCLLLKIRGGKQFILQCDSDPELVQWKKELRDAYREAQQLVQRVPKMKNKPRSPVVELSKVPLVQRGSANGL
GASC-1 inh = human JMJD2C demethylase inhibition; Q9H3R0; actives 0.069% (n = 330,000); inhibition, % at 2.35 µM; GST-JMJD2C(1-420) H3K9me3 demethylation, DELFIA europium;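 active means more than half of a compound's replicate wells show inhibition beyond 50%, single wells judged on their own value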;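 further: signal counts dimethyl H3K9 product captured on neutravidin plate; 0% = median of DMSO wells and 100% = 0.3 times that DMSO median; strong numbers were not always called active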
Target sequence (Q9H3R0 1-420 limits assumed): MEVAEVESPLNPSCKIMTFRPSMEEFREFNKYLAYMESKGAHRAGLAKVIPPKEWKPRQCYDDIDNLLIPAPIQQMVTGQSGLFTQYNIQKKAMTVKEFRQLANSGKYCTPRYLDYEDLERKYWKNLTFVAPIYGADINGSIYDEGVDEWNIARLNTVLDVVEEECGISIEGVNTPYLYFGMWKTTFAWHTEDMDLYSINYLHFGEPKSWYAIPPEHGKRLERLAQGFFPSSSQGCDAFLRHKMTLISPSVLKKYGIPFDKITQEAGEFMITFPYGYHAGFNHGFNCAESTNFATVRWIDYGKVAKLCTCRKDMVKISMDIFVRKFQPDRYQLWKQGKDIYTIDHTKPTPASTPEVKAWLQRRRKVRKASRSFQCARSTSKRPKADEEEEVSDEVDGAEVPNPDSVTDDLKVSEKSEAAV
AGP1-GFP MLPCN = alters AGP1-GFP fluorescence in TOR pathway yeast screen; S. cerevisiae AGP1-GFP multiplex flow cytometry, 3 h; GFP as percent of DMSO wells; actives 0.02% (n = 320,000); GFP response vs DMSO, % at 10 µM;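 active means GFP response relative to DMSO above a set limit, near screen average plus 3 SD, cut at about 150% in these data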;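 further: median GFP channel fluorescence of the gated AGP1 strain per well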
LAP4-GFP MLPCN = modulators of TOR pathway LAP4-GFP in S. cerevisiae; actives 0.34% (n = 320,000); S. cerevisiae LAP4-GFP multiplex, flow cytometry GFP, 3 h; median GFP as percent of DMSO wells; GFP response vs DMSO, % at 10 µM;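 active means GFP response vs DMSO above a set limit, about the screen mean plus 3 SD, cut at about 150% in these data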
CIT2-GFP yeast = yeast TOR pathway CIT2-GFP modulation; GFP response vs DMSO, % at 10 µM; S. cerevisiae CIT2-GFP strain, flow cytometry, 3 h; 100 means same as DMSO wells; actives 0.065% (n = 320,000);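 active means GFP response relative to DMSO above a set limit, near the screen mean plus 3 SD, cut at about 150% in these data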;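 further: ratio of well median GFP fluorescence to mean of DMSO wells on the plate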
* hit, by the source's call; i = inactive; nt = no result given; & = joins results of further samples; [ ] = dose if it differs, or a comment.

1) CCN(C(=O)COC(=O)c1ccc(SC)cc1OC)C1CCS(=O)(=O)C1 (stereo not drawn)
2) CCc1nnc(SCC(=O)Nc2ccc(N3CCN(S(C)(=O)=O)CC3)cc2)o1
3) CCOc1ccccc1OCCC(=O)Nc1ccc(F)c(Cl)c1
4) CC(NC(=O)c1ccc(F)cc1)C(c1cccs1)N1CCN(C)CC1 (stereo not drawn)
5) COc1ccc(NC(=O)CS(=O)c2cccc(C(F)(F)F)c2)cc1 (stereo not drawn)
6) Cc1c(Br)c([N+](=O)[O-])nn1CCCC(=O)NC(C)c1ccccc1 (stereo not drawn)
screen / no.	1	2	3	4	5	6
MEP2-GFP yeast	103	101	101	105	116[may fluoresce green]	100
VLA-4 inh	-12	2	23	15	4	-5
RPL19A TOR yeast	101	102	102	93	98[may fluoresce green]	96
GRK2 aptamer HTS	3	2	1	1	1	0
GASC-1 inh	3	1	7	6	0	4
AGP1-GFP MLPCN	108	101	96	98	119[may fluoresce green]	100
LAP4-GFP MLPCN	110	95	101	108	111[may fluoresce green]	94
CIT2-GFP yeast	106	109	90	92	140[may fluoresce green]	96

7) CCOC(=O)c1c(NC(=O)CSc2nnc(-c3cccnc3)o2)sc(C)c1C
8) O=C(NCCN1CCOCC1)c1cccc(S(=O)(=O)Nc2ccc(Br)cc2)c1
9) COc1ccc(-c2c3c(=O)n(C)c(=O)n(C)c3cn2NC(C)=O)cc1
10) CCN(c1cccc(C)c1)c1ncnc2nc[nH]c12
11) Cc1ccc(NC(=O)c2ccc3ccccc3n2)cc1S(=O)(=O)N1CCOCC1
12) CCN(CCO)c1nc(N2CCCCC2)c2cnn(C)c2n1
screen / no.	7	8	9	10	11	12
MEP2-GFP yeast	104	110	93	97	101	106
VLA-4 inh	-10	14	43	20	-6	15
RPL19A TOR yeast	106	108	94	101	97	103
GRK2 aptamer HTS	0	0	0	0	0	2
GASC-1 inh	-2&-10	11	-1	-8	3	54
AGP1-GFP MLPCN	106	111	95	98	104	108
LAP4-GFP MLPCN	104	110	93	103	104	110
CIT2-GFP yeast	108	108	91	97	106	106

13) Cc1cccc(N2CCN(c3ccc(NC(=O)/C=C\C(=O)O)cc3)CC2)c1
14) Cc1cc(C)n(CCNC(=O)C2CCC(=O)N(CCc3cccc(F)c3)C2)n1 (stereo not drawn)
15) COc1ccccc1N(CC(=O)NC(C)(C)C)S(=O)(=O)c1cccs1
16) COc1ccc(N2CCN(C(=O)NC3CC(=O)N(c4ccc(OC)cc4)C3)CC2)cc1 (stereo not drawn)
17) COc1cc(C(=O)/C=C/c2cccnc2)c([N+](=O)[O-])cc1OC
18) CC(=O)Nc1cc2c(cc1NC(=O)Cn1nc(-c3ccccc3)ccc1=O)OCCO2
screen / no.	13	14	15	16	17	18
MEP2-GFP yeast	102	102	90	96	105	99
VLA-4 inh	4	24	13	6	2	-8
RPL19A TOR yeast	95	95	113	94	103	102
GRK2 aptamer HTS	2	0	1	1	0	1
GASC-1 inh	-6	-3	3	1	-1	39
AGP1-GFP MLPCN	98	97	112	102	102	104
LAP4-GFP MLPCN	96	99	89	100	96	95
CIT2-GFP yeast	101	97	102	98	100	106

19) COc1cccc(-n2nnc3c(=O)n(Cc4ccccc4F)cnc32)c1
20) CCCCc1c(O)cc(C)[nH]c1=O
21) COc1cc(NC(=O)COC(=O)CC2CC3CCC2C3)cc(OC)c1 (stereo not drawn)
22) CCN(CC)S(=O)(=O)c1ccc2[nH]cc(C(=O)NCCc3ccc(OC)c(OC)c3)c(=O)c2c1
23) CC(=O)Nc1ccccc1C(=O)C(=O)Nc1cccc(Br)c1
24) O=C(O)CCC(=O)N1CN2CN(C(=O)CCC(=O)O)CC([N+](=O)[O-])(C2)C1
screen / no.	19	20	21	22	23	24
MEP2-GFP yeast	103	87	109	94	100	107
VLA-4 inh	10	4	2	0	3	10
RPL19A TOR yeast	98	103	104	90	100	98
GRK2 aptamer HTS	2	6	0	4	1	0
GASC-1 inh	92*	-7	2	54&0	8	-5
AGP1-GFP MLPCN	104	99	101	96	107	102
LAP4-GFP MLPCN	110	89	105	95	108	113
CIT2-GFP yeast	96	100	98	95	93	99

25) Cc1ccc(-n2nc(C)c3c2NC2=C(C(=O)CC(C)(C)C2)C3c2ccccc2OCC(=O)O)cc1 (stereo not drawn)
26) O=C(CSc1nc2c([nH]c3ccccc32)c(=O)n1-c1ccc(F)cc1)NCc1ccco1
27) Cc1ccc(-c2n[nH]c(=O)c3ccccc23)cc1S(N)(=O)=O
28) Cc1ccccc1N1CCN(C(=O)c2ccccc2NC(=O)C2CC=CCC2C(=O)O)CC1 (stereo not drawn)
29) CC(C)Cn1c(N)c(C(=O)COC(=O)/C=C/c2ccccc2)c(=O)n(C)c1=O
30) CSc1ccc(C(=O)C2CCCN(C(=O)CCCn3cncn3)C2)cc1 (stereo not drawn)
screen / no.	25	26	27	28	29	30
MEP2-GFP yeast	105	91	102	102	104	109
VLA-4 inh	32	-3	2	12	4	7
RPL19A TOR yeast	105	98	105	99	100	103
GRK2 aptamer HTS	0	1	0	0	0	76*
GASC-1 inh	-8	-23	2	-4	-14	3
AGP1-GFP MLPCN	105	95	106	83	100	96
LAP4-GFP MLPCN	111	84	96	88	100	105
CIT2-GFP yeast	103	91	104	84	98	102

31) CC1(c2ccc3ccccc3c2)NC(=O)N(CC(=O)Nc2cccc(S(=O)(=O)N3CCOCC3)c2)C1=O (stereo not drawn)
32) O=C1c2cc(F)ccc2OC2(CCNCC2)C12CC(c1ccccc1)=NO2 (stereo not drawn)
33) COc1ccccc1Nc1nc(-c2ccccc2)nc2ccccc12
34) CCC(C)[C@H](NC(=O)NCCC1=CCCCC1)C(=O)OC (stereo partly drawn)
35) N/C(CCS(=O)(=O)c1ccc(Cl)cc1)=N\OC(=O)c1ccc(Cl)cc1
36) O=C(O)COc1ccc(/C=C2/SC(=S)N(Cc3ccccc3)C2=O)cc1
screen / no.	31	32	33	34	35	36
MEP2-GFP yeast	103	105	106	105	87	111
VLA-4 inh	14	15	9	-2	3	-16
RPL19A TOR yeast	106	95	98	103	96	101
GRK2 aptamer HTS	2	0	0	0	2	1
GASC-1 inh	4	2	2	-7	3	-1
AGP1-GFP MLPCN	104	96	83	99	117	100
LAP4-GFP MLPCN	95	98	93	108	117	97
CIT2-GFP yeast	103	90	94	101	110	101

37) CCn1cc(S(=O)(=O)N2CCc3ccccc3C2)cn1
38) COc1ccc(CCNC(=O)CNC(=O)Cn2cnc3sc(C)c(C)c3c2=O)cc1OC
39) CCOC(=O)C1CCN(C(=S)NC2CC3C=CC2C3)CC1 (stereo not drawn)
40) CN(C)c1ccc(/C=C/c2ccc3ccccc3[n+]2C)cc1
41) CN(C)c1nc(-c2cccnc2)nc(-c2ccc(Cl)cc2)c1C#N
42) COc1ccc(-n2ncc3c2CC(C)(C)CC3NC(=O)c2ccnn2C)cc1 (stereo not drawn)
screen / no.	37	38	39	40	41	42
MEP2-GFP yeast	95	98	92	114	101	95
VLA-4 inh	-11	-12	-5	i	5	5
RPL19A TOR yeast	96	95	92	94	98	99
GRK2 aptamer HTS	1	4	2	2	1	20
GASC-1 inh	-4	14	3	-16	23	2
AGP1-GFP MLPCN	96	96	107	95	97	103
LAP4-GFP MLPCN	100	99	100	110	110	92
CIT2-GFP yeast	93	95	107	103	92	103

43) CCOC(=O)N1CCC(NC(=O)c2cccn3c(=O)c4cc(Br)ccc4nc23)CC1
44) COc1ccc(C(CC(=O)O)NC(=O)COc2ccccc2OC)cc1OC (stereo not drawn)
45) c1ccc(CSc2nnc3c(n2)OC(c2ccco2)Nc2ccccc2-3)cc1 (stereo not drawn)
46) O=c1cc(O)c2ccccc2n1Cc1ccccc1
47) COc1ccc(NS(=O)(=O)c2ccc(O)c(C(=O)OCC(=O)N3CC(C)OC(C)C3)c2)cc1 (stereo not drawn)
48) CCCCc1ccc(Nc2nc(CCC)cc(=O)[nH]2)cc1
screen / no.	43	44	45	46	47	48
MEP2-GFP yeast	108	107	104	106	94	96
VLA-4 inh	3	-8	7	-3	11	3
RPL19A TOR yeast	99	99	103	106	nt	nt
GRK2 aptamer HTS	4	4	0	2	1	3
GASC-1 inh	-25	1	-2	5	-34	-10
AGP1-GFP MLPCN	102	93	102	92	107	111
LAP4-GFP MLPCN	107	87	98	95	103	95
CIT2-GFP yeast	102	102	103	99	109	99

49) COc1ccc(OC)c(S(=O)(=O)n2nnc3ccccc32)c1
50) N#Cc1ccc(S(=O)(=O)N2CCC(C(=O)Nc3cccc(C(=O)NC4CC4)c3)CC2)cc1
51) COC(=O)c1ccc(OCC(=O)c2ccccc2)cc1
52) NNc1nc(-c2ccccc2Cl)c2cc(Br)ccc2n1
53) COc1ccc(CCNC(=O)CCCOc2cc(=O)n(C)c3ccccc23)cc1OC
54) Cc1cccc(NC(=O)CN(C)S(=O)(=O)c2cccs2)c1
screen / no.	49	50	51	52	53	54
MEP2-GFP yeast	95	99	98	96	104	103
VLA-4 inh	4	6	-9	10	6	16
RPL19A TOR yeast	112	96	102	97	102	95
GRK2 aptamer HTS	0	0	3	nt	1	1
GASC-1 inh	-4	11	-4	2	0	6
AGP1-GFP MLPCN	77	99	91	90	101	102
LAP4-GFP MLPCN	91	96	111	91	107	100
CIT2-GFP yeast	67	107	96	95	102	101

Another view of some results above:
cpd	Compound	MEP2-GFP yeast	VLA-4 inh	RPL19A TOR yeast	GRK2 aptamer HTS	GASC-1 inh	AGP1-GFP MLPCN	LAP4-GFP MLPCN	CIT2-GFP yeast
44	COc1ccc(C(CC(=O)O)NC(=O)COc2ccccc2OC)cc1OC (stereo not drawn)	107	-8	99	4	1	93	87	102
45	c1ccc(CSc2nnc3c(n2)OC(c2ccco2)Nc2ccccc2-3)cc1 (stereo not drawn)	104	7	103	0	-2	102	98	103
46	O=c1cc(O)c2ccccc2n1Cc1ccccc1	106	-3	106	2	5	92	95	99
47	COc1ccc(NS(=O)(=O)c2ccc(O)c(C(=O)OCC(=O)N3CC(C)OC(C)C3)c2)cc1 (stereo not drawn)	94	11	nt	1	-34	107	103	109
48	CCCCc1ccc(Nc2nc(CCC)cc(=O)[nH]2)cc1	96	3	nt	3	-10	111	95	99
49	COc1ccc(OC)c(S(=O)(=O)n2nnc3ccccc32)c1	95	4	112	0	-4	77	91	67
50	N#Cc1ccc(S(=O)(=O)N2CCC(C(=O)Nc3cccc(C(=O)NC4CC4)c3)CC2)cc1	99	6	96	0	11	99	96	107
51	COC(=O)c1ccc(OCC(=O)c2ccccc2)cc1	98	-9	102	3	-4	91	111	96

Continued.
55) COc1ccccc1N(C)S(=O)(=O)c1ccc(C)c(C(=O)NC(C)c2ccccn2)c1 (stereo not drawn)
56) Cc1sc2nc(SCC(N)=O)n(-c3ccccc3)c(=O)c2c1C
57) CN(Cc1ccccc1)C(=O)CCC1CCN(C(=O)CCC(F)(F)F)CC1
58) O=C(OCC1O[C@@H](OC(=O)c2cc(O)c(O)c(O)c2)[C@@H](OC(=O)c2cc(O)c(O)c(O)c2)[C@@H](OC(=O)c2cc(O)c(O)c(O)c2)[C@@H]1OC(=O)c1cc(O)c(O)c(O)c1)c1cc(O)c(O)c(O)c1 (stereo partly drawn)
59) Cc1ccc(CN(c2ccc(C(=O)NCc3ccc4c(c3)OCO4)cc2)S(C)(=O)=O)cc1
60) COC(=O)c1ccc(NCN2C(=O)C3C4CCC(C4)C3C2=O)cc1 (stereo not drawn)
61) CCOC(=O)c1ccc(NC(=O)NCc2ccn(CC)n2)cc1
screen / no.	55	56	57	58	59	60	61
MEP2-GFP yeast	100	106	109	102	107	111	101
VLA-4 inh	1	18	2	-12	-2	18	10
RPL19A TOR yeast	100	97	98	104	104	105	104
GRK2 aptamer HTS	3	1	0	1	2	1	0
GASC-1 inh	-2	-19	16	97*	-1	6	13
AGP1-GFP MLPCN	109	92	92	109	112	106	107
LAP4-GFP MLPCN	105	86	99	112	103	94	100
CIT2-GFP yeast	109	94	96	99	101	106	115
